# BioA inh = blocks M. tuberculosis BioA enzyme activity. AID 602481. inhibition, % at 9.99 µM. hit rate 0.096% among 360,000. purified M. tuberculosis BioA enzyme, plate reader; in the data active means inhibition above about 40%; inconclusive means no clear call, values can overlap the other calls
# Mtb FBA inh = inhibitors of M. tuberculosis fructose-bisphosphate aldolase. P9WQA3. purified M. tuberculosis FBA, fluorescence read-out. inhibition, % at 1 µM. hit rate 2.3% among 360,000; in the data active means inhibition above about 27%;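 further: 0% = vehicle and 100% = reference inhibitor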
# Vc quorum ag = inducers of Vibrio cholerae quorum light production without autoinducers. activation, % at 18.7 µM. V. cholerae BH1578 lux reporter, luminescence, 6 h. hit rate 0.16% among 350,000; in the data active means activation mostly above about 9.7%, no sharp cut-off; inconclusive means no clear call, values can overlap the other calls; inactive means mostly below about 3.7%; further: not every result past the cut was called active; inactives centre near 0; reference of the scale not given here
# GDH-TPI counter = inhibits GDH-TPI coupling enzymes, artifact for Mtb FBA screen; GDH-TPI coupled enzyme counterscreen, NADH absorbance; inhibition, % at 4.8 µM; hit rate 1.2% among 360,000; in the data active means inhibition above about 30%;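 further: 0% = DMSO wells and 100% = wells lacking the enzyme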
# TcdB GH inh = TcdB glycohydrolase inhibition | AID 652162 | TcdB glycohydrolase enzymatic assay, plate reader | hit rate 0.24% among 350,000 | inhibition, % at 9.99 µM | P18177; in the data active means inhibition above about 10%
# Mtb UGM inh = inhibitors of M. tuberculosis UDP-galactopyranose mutase | P9WIQ1 | purified UGM, fluorescence polarization probe displacement | inhibition, % at 10 µM | hit rate 0.06% among 320,000 | AID 504406; in the data active means inhibition above about 10%, passing the limit was not always enough; inconclusive means no clear call, values can overlap the other calls
# PfHsp40 rescue = compounds rescuing yeast from Plasmodium falciparum HSP40 toxicity | S. cerevisiae expressing PfHsp40, growth rescue, ATP luminescence | growth rescue, % at 12.5 µM | hit rate 0.68% among 340,000; in the data active means growth rescue above about 28%, passing the limit was not always enough; inconclusive means no clear call, values can overlap the other calls;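 further: yeast W303a lacking pdr1 and pdr3 grown in galactose medium; growth measured after three days at 30 °C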
# Yp Topo-I inh = inhibitors of Yersinia pestis topoisomerase I. activity, % at 10 µM. hit rate 0.064% among 360,000. Y. pestis Topo-I cleavage product accumulation, plate reader. AID 504884; in the data active means activity above about 50%, passing the limit was not always enough; inconclusive means no clear call, values can overlap the other calls; further: inactives centre near 2
# FadD28 FP inh = M. tuberculosis FadD28 bisubstrate binding inhibition; inhibition, % at 12.5 µM; hit rate 0.22% among 360,000; FadD28 bisubstrate probe binding, fluorescence polarization; in the data active means inhibition above about 8.5%, passing the limit was not always enough; inconclusive means no clear call, values can overlap the other calls
# * = called active by the depositor; i = inactive; ? = inconclusive; . = not tested or not shown; & = joins results of further samples.
SMILES,BioA inh,Mtb FBA inh,Vc quorum ag,GDH-TPI counter,TcdB GH inh,Mtb UGM inh,PfHsp40 rescue,Yp Topo-I inh,FadD28 FP inh
COc1ccc(CN2C(=S)NC(C)(C)CC2(C)O)cc1 (stereo unspecified),-0.7,-4,-0.2,-3,.,5.1,3.5,-4,-6.7
COc1ccc(NS(=O)(=O)c2cccc(C(=O)NNC(=O)c3ccccc3O)c2)cc1,.,1,i,11,-0.2,4.1,0.1,2,-0.6
COc1ccc2c(c1OC)C(=O)OC2Nc1nc(-c2ccccc2)cs1 (stereo unspecified),.,1,-3.1,-4,.,-3.4,-0.8,-1,-1.4
CCOC(=O)C1=C(N)OC2=C(C(=O)CC(C)(C)C2)C1c1ccccc1OCC#N (stereo unspecified),1.4,2,i,-9,.,-1.0,0.1,-1,-3.1
Cc1cc(Cl)ccc1OCC(=O)NCc1ccncc1,0.6,-3,-1.5,8,.,2.2,-0.3,6,-3.9
Cc1cc(C)c(C(=O)C2OC(=O)C(C)(C)C(=O)C2(C)C)c(C)c1 (stereo unspecified),1.9,0,-0.3,14,.,0.7,1.7,12,-4.9
Cn1c(NNC(=O)c2c(F)cccc2F)cc(=O)n(C)c1=O,.,2,i,8,0.9,1.4,-2.0,18,-1.0
Cc1c(CC(=O)NCCCCCC(=O)O)c(=O)oc2cc3c(cc12)CCC(C)(C)O3,0.6,187*,0.5,11,0.5,-1.0,-0.3,-4,-2.0
CC(NC(=O)c1ccccc1NS(C)(=O)=O)c1ccccc1 (stereo unspecified),1.9,42*,-0.4,7,.,-0.2,1.0,2,-2.0
CC(C)n1nc(C(=O)Nc2cccc(S(=O)(=O)N3CCOCC3)c2)c2ccccc2c1=O,-0.5,-1,i,14,1.0,1.3,-1.6,20,0.3
COc1ccc(NC(=O)CC2C(=O)N(C)C(=S)N2Cc2cccs2)cc1 (stereo unspecified),0.3,2,-0.7,5,0.3,-1.1,-0.3,-8,-0.9
CCC(C)NC(=O)c1cn(-c2cccc(OC)c2)c(=O)c2ccccc12 (stereo unspecified),-0.1,2,i,10,1.6,-2.7,-1.7,-5,-1.1
CCCc1nc2c(c(=O)c3ccccc3n2C)c(=O)n1C1CCCCCC1,1.4,6,i,5,1.6,3.0,5.2,8,-2.1
CN(C)S(=O)(=O)c1cccc(NC(=O)COC(=O)COc2ccc(Br)cc2)c1,-1.0,2,-0.3,7,-0.4,1.1,-0.3,12,0.7
Cc1ccccc1N1CCN(CCN2C(=O)CC(=C3c4ccccc4-c4ccccc43)C2=O)CC1,0.4,-1,1.4,12,.,-0.1,1.5,-2,-1.1
Cc1c(NC(=O)C(C)OC(=O)c2nc(Cl)ccc2Cl)c(=O)n(-c2ccccc2)n1C (stereo unspecified),-0.4,2,-3.6,-2,1.5,-1.2,1.3,-6,-3.0
COc1ccc(Nc2nc(-c3sc(C)nc3C)cs2)cc1,1.5,1,i,3,1.4,-2.0,11,-15,-1.5
NS(=O)(=O)c1ccc(NC(=S)Nc2nn(Cc3ccc(Cl)cc3Cl)cc2Cl)cc1,.,0,-0.3,11,.,2.0,-0.2,0,-1.1
O=C(Nc1ccc(F)cc1)N(CCCN1CCOCC1)Cc1cc2cc3c(cc2[nH]c1=O)OCO3,.,12,i,0,.,1.3,-1.2,8,-2.6
O=C(NC1C2CC3CC(C2)CC1C3)C1CCCCC1 (stereo unspecified),0.4,-3,0.4,-29,-0.3,-0.1,-0.4,7,-4.5
CCOc1ccccc1N1CCN(C(=O)c2c(CC)noc2C)CC1,.,-2,0.0,3,1.3,0.5,.,-4,-3.6
CCCCCCn1c(=O)c(C(=O)Nc2cccc(C)n2)c(O)c2ccccc21,-0.3,-1,i,-5,.,1.8,-0.7,-1,0.1
COc1ccc(NC(=S)Nc2cccc(C)n2)cc1,-2.3,3,i,4,2.1,-1.1,0.1,1,0.2
COC(=O)c1nc2cc3c(cc2c(C)c1C(=O)OC)OCO3,0.4,11,.,4,.,-1.7,-0.9,0,-0.4
CC(C)(C)C(=O)Nc1ccc(NC(=O)C(C)(C)C)cc1,0.2,5,-0.6,0,-1.5,4.0,-0.3,-6,-2.1
CN(C)CCN(C(=O)/C=C/c1cccs1)c1nc2c(F)cc(F)cc2s1,.,-3,-1.7,16,.,.,0.6,17,1.0
O=C(NCc1ccccc1)c1ccc(C(=O)NCc2ccccc2)cc1,.,-1,-1.2,-9,0.9,.,-0.2,-6,-2.9
CC1=CCC(C(C)(C)NC(=O)c2ccccc2)C/C1=N\O (stereo unspecified),-0.2,1,i,0,.,-1.7,-0.5,9,-3.5
Clc1ccc(C2=NNC(=NCc3ccccc3)SC2)cc1,.,18,i,7,-0.6,-1.2,-0.2,3,-2.2
CC1CCCCN1C(=O)CN1CCC(c2nc3ccc(Cl)cc3[nH]2)CC1 (stereo unspecified),0.3,1,-0.7,-1,1.5,-1.6,-0.4,1,-2.4
CC(=O)N(C)C1(c2nnnn2CCOC(=O)Nc2ccc(Cl)cc2)CCCCC1,0.2,52*,0.3,-15,.,2.6,-1.4,10,-5.2
CSc1ccccc1NC(=O)CN(C)Cc1ccc(Br)cc1,.,1,-0.3,-4,.,.,1.5,?,-3.2
CCSc1nnc(NC(=O)NC(C)(C(F)(F)F)C(F)(F)F)s1,-0.4,-3,i,-4,.,-1.4,1.1,7,-2.9
Cc1cc(C)cc(NC(=O)CSc2ccccc2)c1,.,71*,-0.1,3,0.6,1.7,1.8,-1,-1.7
CCN(CCCNC(=O)C1CCN(S(=O)(=O)CC)CC1)c1ccccc1,-0.5,0,i,2,0.3,0.9,-0.7,3,-0.5
COc1ccc(S(=O)(=O)Nc2ccc(F)cc2F)cc1C(=O)N1CCOCC1,-5.0,4,-2.2,5,-0.6,1.2,-0.5,1,0.4
CN1C(=O)N(C)C(=O)C(CCc2ccncc2)(CCc2ccncc2)C1=O,.,-4,-0.4,-3,1.1,0.3,0.2,-13,-3.1
CSc1cccc(NC(=O)CN(C)S(=O)(=O)c2cnc[nH]2)c1,2.2,4,-0.2,12,2.0,3.5,0.1,-5,-0.6
CC(=O)c1ccccc1C(=O)NCc1cccnc1,-0.6,-2,-0.6,1,.,-0.8,-0.8,0,-1.0
O=S(=O)(c1cccc(-c2n[nH]c(=S)n2-c2cccc(C(F)(F)F)c2)c1)N1CCOCC1,-0.5,1,1.2,-4,0.4,-1.2,0.6,-4,-2.3
N#C/C(=C\c1cccnc1)C(=O)Nc1cccc2ccccc12,.,0,-0.3,5,-0.3,2.8,-1.2,0,-2.9
CCn1c(=O)cc(OCC(=O)NCc2ccco2)c2ccccc21,2.0,3,i,5,.,-0.8,-1.1,1,-1.1
CC1(C)Cc2c(c(-c3ccco3)[nH]c(=O)c2C#N)CO1,-4.0,14,2.9,13,.,0.3,1.3,0,-0.8
CCOC(=O)c1[nH]c2ccc(F)cc2c1NC(=O)CCN1CCOCC1,.,24,-0.2,8,1.7,-3.0,-1.7,4,-1.1
Cc1cc(C)cc(NC(=O)NCC(O)COc2ccc([N+](=O)[O-])cc2)c1 (stereo unspecified),-2.2,-1,-0.5,1,0.9,-2.9,0.9,-13,-4.7
Cc1cn([C@H]2C[C@H](O)[C@@H](/C=C/C(=O)NCCc3cccnc3)O2)c(=O)[nH]c1=O,-1.5,-2,.,.,0.4,.,.,.,0.9
CC(=O)c1ccc(Nc2cc(C)nc3c(C)cc(C)cc23)cc1,.,-4,-1.5,9,-0.5,1.5,-0.3,5,-3.9
CCc1ccc(-n2nc3cc(C)c(N)cc3n2)cc1,-0.6,56*,i,5,1.4,0.3,0.5,-14,-3.6

# Shown as tab-separated lines: 3 of the compounds above.
Structure	BioA inh	Mtb FBA inh	Vc quorum ag	GDH-TPI counter	TcdB GH inh	Mtb UGM inh	PfHsp40 rescue	Yp Topo-I inh	FadD28 FP inh
O=C(NC1C2CC3CC(C2)CC1C3)C1CCCCC1 (stereo unspecified)	0.4	-3	0.4	-29	-0.3	-0.1	-0.4	7	-4.5
Cc1c(CC(=O)NCCCCCC(=O)O)c(=O)oc2cc3c(cc12)CCC(C)(C)O3	0.6	187*	0.5	11	0.5	-1.0	-0.3	-4	-2.0
CCOC(=O)C1=C(N)OC2=C(C(=O)CC(C)(C)C2)C1c1ccccc1OCC#N (stereo unspecified)	1.4	2	i	-9	.	-1.0	0.1	-1	-3.1

# Later entries.
SMILES,BioA inh,Mtb FBA inh,Vc quorum ag,GDH-TPI counter,TcdB GH inh,Mtb UGM inh,PfHsp40 rescue,Yp Topo-I inh,FadD28 FP inh
O=C(CN1C2CCCC1CC(NC(=O)C1CCCCC1)C2)Nc1ccccc1 (stereo unspecified),.,3,-0.1,-4,-0.5,-1.4,-0.7,4,1.6
CCN1CCN(CCCNc2ncnc3nc[nH]c23)CC1,0.6,3,-0.3,7,-0.7,-0.1,-0.1,-1,-1.5
CCOc1ccc(C(C)NC(=S)NC2CCCCC2)cc1 (stereo unspecified),1.9,1,i,6,1.7,1.9,7.3,-2,-1.8
O=C(NC12CC3CC(CC(C3)C1)C2)OC1CN2CCC1CC2 (stereo unspecified),-0.3,-2,i,-2,1.2,-0.1,.,0,-4.9
Cc1ccc(NC(=O)[C@H](Cc2ccccc2)NC(=O)C2CCNCC2)cc1,-0.3,3,-0.3,-8,1.7,0.3,-1.1,-5,-0.5
COc1cc2[nH]c(=O)n(Cc3ccc(C(=O)NCCCN4CCC(C)CC4)cc3)c(=O)c2cc1OC,-0.4,1,i,18,.,1.0,-2.6,5,0.4
CC(/C=N/NC(=O)c1cc(-c2ccc(Cl)cc2)nc2ccccc12)=C\c1ccco1,-1.8,-1,i,10,2.2,0.7,0.9,-3,-0.2
O=C(c1c[nH]c2ccc(F)cc2c1=O)N1CCCCCC1,5.0,1,0.0,12,0.2,1.8,-1.5,-1,-2.0
COc1ccc(NC(=O)NC23CC4(C)CC(C)(CC(C)(C4)C2)C3)cc1,.,3,i,-2,.,4.3,1.2,16,-0.1
CC(C)(C)c1ccc(N2C(=N)SCC2=O)cc1,.,0,4.2,-4,1.0,3.0,0.0,-13,-0.6
Cn1c(CNC(=O)CNC(=O)Cc2ccc(F)cc2)cc(=O)n(C)c1=O,1.3,-9,-2.4,-5,0.7,-1.4,0.2,2,-3.2
Cc1cccc(C(=O)NC2CCN(S(=O)(=O)c3cccc(F)c3)CC2)c1,-0.2,2,-0.3,8,-0.1,.,-0.5,-6,-0.6

# Full records, looked up by structure. Order of values: BioA inh | Mtb FBA inh | Vc quorum ag | GDH-TPI counter | TcdB GH inh | Mtb UGM inh | PfHsp40 rescue | Yp Topo-I inh | FadD28 FP inh
# Cc1cc(C)cc(NC(=O)NCC(O)COc2ccc([N+](=O)[O-])cc2)c1 (stereo unspecified) in the list: -2.2 | -1 | -0.5 | 1 | 0.9 | -2.9 | 0.9 | -13 | -4.7
# CC(NC(=O)c1ccccc1NS(C)(=O)=O)c1ccccc1 (stereo unspecified) in the list: 1.9 | 42* | -0.4 | 7 | . | -0.2 | 1.0 | 2 | -2.0

# Next records.
SMILES,BioA inh,Mtb FBA inh,Vc quorum ag,GDH-TPI counter,TcdB GH inh,Mtb UGM inh,PfHsp40 rescue,Yp Topo-I inh,FadD28 FP inh
CCc1nnc(NC(=O)CSc2nnc(C3CCCCC3)n2-c2ccccc2)s1,.,-5,-0.3,5,.,4.4,0.4,17,-0.1
COc1ccc2c(c1O)-c1ccccc1CCN(C)C2,-0.9,2,-0.6,2,-0.7,2.7,-1.1,5,-0.3
CC(C)C[C@H]1CN=C(Nc2ccccc2)N1CC(C)C,-3.5,1,0.6,5,0.5,0.8,0.7,5,-1.4
Cc1c(Cl)cccc1NC(=S)/C(=C(\[O-])c1ccc(Cl)s1)[n+]1ccccc1,.,0,-0.2,10,.,3.2,-1.1,-3,-1.3
C[C@@H]1CN([C@H](C)CO)C(=O)c2cc(NC(=O)C3CCCCC3)ccc2O[C@@H]1CN(C)Cc1ccncc1,-2.4&-5.1,-1,-1.2,5,0.0&-0.4,-1.3,3.2,7,-2.7

# This is a random part of the collection. Share with any hit: about 4.6%.
